# Bioassay records: PubChem, several laboratories
# IL1B cytotox – HUVEC cytotoxicity counter-screen, IL-1B stimulated; cell count reduction, % at 2 µM; actives 0.41% (n = 94,000); HUVEC cell count loss, Hoechst imaging; AID 845;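 active = cell count reduction more than 3 SD above the screen-wide mean, cut at about 70% in these data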;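 also: normalized per plate to untreated control cells as the no-loss baseline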
# Pyk2 oligo antag – blocks oligomerization of human Pyk2 in cells; AID 1347419; actives 0.83% (n = 99,000); Q14289; z-score (the deposit names both 25 µM and 10 µM); Q293 cells, Pyk2 FERM NanoBiT luminescence; active compounds read low;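 active = Z-score of -3 or lower, scaled per plate to the spread of control and sample wells; inactive = z-score above -3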;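 also: negative z-score means lost luminescence so less FERM oligomerization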
# TNFa cytotox – toxic to HUVEC cells under TNF alpha stimulation | HUVEC TNFalpha-stimulated, Hoechst cell count, imaging | cell count reduction, % at 2 µM | actives 0.17% (n = 93,000);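 active = cell count reduction exceeding the screen mean by over 5 SD, scaled to untreated wells per plate, cut at about 78% in these data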;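 also: cells counted after 24 h of TNF alpha exposure following the 1 h pretreatment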
# Lung fibro prol – blocks proliferation of human lung fibroblasts; AID 719; viability, % at 10 µM; LL 47 human lung fibroblast viability, ATP luminescence; active compounds read low; actives 1.1% (n = 85,000);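 active = viability at or below 50% in the single dose screen; inactive = viability above 50%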;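 also: compound exposure lasted 72 h before the ATP readout; 100% = median luminescence of untreated cell-only wells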
#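 Test system: LL 47 human lung fibroblasts / Incubation: 72 h compound exposure at 37 °C after overnight plating / Technique: luminescent ATP detection, CellTiter-Glo / Compound dosing: 0.1% DMSO in all compound wells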
# H69AR growth 86K – blocks growth of human H69AR lung tumor cells. H69AR lung tumor viability, ATP luminescence, 72 h; active compounds read low. viability, % at 10 µM. actives 6% (n = 85,000);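 active = viability at or below 40%; inactive = viability above 40%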;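 also: multidrug resistant small cell line overexpressing MRP-1 efflux transporter; 100% = mean luminescence of untreated control wells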
# HUVEC inhibit – blocks proliferation of human endothelial cells. HUVEC proliferation, CellTiter-Glo luminescence, 72 h; active compounds read low. viability, % at 10 µM (by protocol). actives 1.1% (n = 86,000). AID 648;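 active = viability at or below 30%; inactive = viability above 30%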;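 also: 100% = median luminescence of DMSO-only cell control wells on each plate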
# VCAM1 TNFa inh – reduces TNF alpha induced VCAM1 expression in HUVEC | HUVEC TNFa-induced VCAM-1 immunofluorescence, high-content imaging | inhibition, % at 2 µM | actives 0.48% (n = 95,000);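 active = inhibition above the batch mean plus 3 SD, with images confirmed as a hit by eye, cut at about 37% in these data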;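 also: 0% = TNF-stimulated DMSO wells and 100% = unstimulated control wells; not every result past the cut was called active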
# cytoskel mod – alters cytoskeleton assembly in HUVEC cells | HUVEC TNFa F-actin phalloidin imaging, high content | inhibition, % at 2 µM | actives 0.18% (n = 91,000);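 active = inhibition above the batch mean plus 3 SD and confirmed as a hit by visual image inspection, cut at about 30% in these data, passing the limit was not always enough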; also: strong numbers were not always called active
# Smad3 inh – blocks human Smad3 binding to FoxH1 peptide. P84022. TR-FRET Smad3/Dy647-FoxH1 peptide binding, europium anti-His. inhibition, % at 25 µM. actives 0.29% (n = 88,000). AID 630;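 active = compounds that reduce the energy-transfer binding signal between the protein and its labelled peptide by more than half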;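 also: 0% = Smad3 plus labelled peptide maximal FRET and 100% = peptide-only background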
# Target sequence (P84022 whole entry, looked up): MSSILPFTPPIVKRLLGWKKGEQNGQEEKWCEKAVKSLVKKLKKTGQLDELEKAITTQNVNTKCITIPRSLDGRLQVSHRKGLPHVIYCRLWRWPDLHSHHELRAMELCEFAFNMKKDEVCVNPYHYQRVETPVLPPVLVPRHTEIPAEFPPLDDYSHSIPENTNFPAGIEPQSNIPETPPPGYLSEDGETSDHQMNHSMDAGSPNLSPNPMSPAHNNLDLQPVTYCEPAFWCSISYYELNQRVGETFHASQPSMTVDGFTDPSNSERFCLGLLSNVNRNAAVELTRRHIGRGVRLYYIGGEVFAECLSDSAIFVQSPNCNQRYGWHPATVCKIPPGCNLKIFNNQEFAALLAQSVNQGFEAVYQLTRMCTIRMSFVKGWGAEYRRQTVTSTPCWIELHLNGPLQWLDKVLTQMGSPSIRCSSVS
# Numbers without * were called inactive; . = not tested or not shown; [ ] = remark or other dose. The list is partial, so the mix of outcomes need not match the whole.
SMILES,IL1B cytotox,Pyk2 oligo antag,TNFa cytotox,Lung fibro prol,H69AR growth 86K,HUVEC inhibit,VCAM1 TNFa inh,cytoskel mod,Smad3 inh
Cc1ccc(-c2nnc(SCC(=O)Nc3ccc(S(=O)(=O)N4CCCCCC4)cc3)o2)cc1,-1,0.52,-10,81,8.8*,37,0,-5,-5
CC(=O)OC(C)C[N+](C)(C)C (stereo not drawn),.,.,.,101,86,90,.,.,-4
Fc1cc(F)cc(-c2oncc2-c2nnnn2-c2ccccc2)c1,-40,-1,0,90,106,96,10,-4,3
Cc1cccc(-c2noc(CN(C(=O)C(c3ccccc3)c3ccccc3)C(C)C)n2)c1,0,.,-15,82,75,97,10,8,7
CCOC(=O)Nc1cc2c(C)cc(=O)oc2cc1C,-21,-0.5,-5,101,96,98,8,17,-15
O=P(c1ccccc1)(c1ccccc1)C(c1ccco1)N1CCOCC1 (stereo not drawn),-1,0.39,-22,103,93,96,1,-16,3
O=C(Cn1nnc(-c2ccc3c(c2)OCO3)n1)N1CCOCC1,-20,1.1,-4,99,90,94,18,-4,-7
COc1ccccc1N1CCN(S(=O)(=O)c2ccccc2F)CC1,0,-0.55,-8,98,82,83,-2,-11,0
CN(CCNC(=O)CN1CCN(Cc2ccccc2Cl)C1=O)Cc1ccccc1,7,-0.24,-3,93,83,88,10,-18,-5
Cc1cc(C)c(S(=O)(=O)N(C)Cc2cnn(C)c2)c(C)c1,-23,-0.06,-2,97,95,100,8,-20,0
COC(=O)c1cc2c(=O)n3ccccc3nc2n(C(C)C)c1=N,0,.,-1,97,90,94,4,-8,4
O=C(O)c1ccccc1C(=O)Nc1n[nH]c(=S)s1,-20,0.12,-19,.,.,.,-4,3,.

# Among those listed so far, these contain four or more nitrogen atoms.
SMILES,IL1B cytotox,Pyk2 oligo antag,TNFa cytotox,Lung fibro prol,H69AR growth 86K,HUVEC inhibit,VCAM1 TNFa inh,cytoskel mod,Smad3 inh
Cc1ccc(-c2nnc(SCC(=O)Nc3ccc(S(=O)(=O)N4CCCCCC4)cc3)o2)cc1,-1,0.52,-10,81,8.8*,37,0,-5,-5
Fc1cc(F)cc(-c2oncc2-c2nnnn2-c2ccccc2)c1,-40,-1,0,90,106,96,10,-4,3
O=C(Cn1nnc(-c2ccc3c(c2)OCO3)n1)N1CCOCC1,-20,1.1,-4,99,90,94,18,-4,-7
CN(CCNC(=O)CN1CCN(Cc2ccccc2Cl)C1=O)Cc1ccccc1,7,-0.24,-3,93,83,88,10,-18,-5
COC(=O)c1cc2c(=O)n3ccccc3nc2n(C(C)C)c1=N,0,.,-1,97,90,94,4,-8,4

# Returning to the listing, starting 4 compounds before the break.
SMILES,IL1B cytotox,Pyk2 oligo antag,TNFa cytotox,Lung fibro prol,H69AR growth 86K,HUVEC inhibit,VCAM1 TNFa inh,cytoskel mod,Smad3 inh
CN(CCNC(=O)CN1CCN(Cc2ccccc2Cl)C1=O)Cc1ccccc1,7,-0.24,-3,93,83,88,10,-18,-5
Cc1cc(C)c(S(=O)(=O)N(C)Cc2cnn(C)c2)c(C)c1,-23,-0.06,-2,97,95,100,8,-20,0
COC(=O)c1cc2c(=O)n3ccccc3nc2n(C(C)C)c1=N,0,.,-1,97,90,94,4,-8,4
O=C(O)c1ccccc1C(=O)Nc1n[nH]c(=S)s1,-20,0.12,-19,.,.,.,-4,3,.
O=C(NCc1cccnc1)c1c(F)c(F)c(F)c(F)c1F,-4,0.19,8,89,94,87,0,9,1
Clc1ccccc1-c1nnc2sc(-c3ccc4c(c3)OCO4)nn12,-15,-0.44,-25,92,23*,50,12,16,-11
COc1ccc(C2=NOC(C(=O)NCc3ccc(F)cc3)C2)cc1OC (stereo not drawn),17,0.52,36,46*,28*,47,13,-7,6
C[C@H](N)c1nnc(SCc2ccc(Cl)cc2Cl)o1,-36,-0.33,18,110,95,94,-6,-11,2
O=C(O)CCCCNCc1ccccc1,-15,-0.44,-62,101,97,92,-11,.,2
CC(C)C12CN3CC(C(C)C)(CN(C1)C31C(=O)Nc3ccccc31)C2=O (stereo not drawn),-15,0.07,-3,88,89,90,-6,-5,17
O=C(CSc1nnc(Cc2ccccc2)o1)Nc1ccc(Br)cn1,-39,1.5,-21,96,98,90,9,10,-2
CCOC(=O)n1c(=O)n(Cc2ccc(Cl)c(Cl)c2)c2ccccc21,-17,-1.1,4,.,.,.,-6,-13,.
CCC(C)(C(=O)NC1CCCC1)N(CC1CCCO1)C(=O)CNC(=O)c1ccccc1 (stereo not drawn),.,1.4,.,100,98,112,.,.,-4[fluorescence artefact?]
CCC(C)[C@H](NC(=O)N1CCCC1)C(=O)OC (stereo partly drawn),13,-0.72,-10,96,83,93,-15,16,-8
COc1ccc(Cl)cc1NC(=O)CN(C)C1CCCCC1,-2,-0.62,-6,.,.,.,-10,-6,.
Clc1ccc(Cn2cccc2C2=NCCO2)cc1,-17,0.66,-22,91,89,88,-1,14,-4
CCOc1cccc(N2C(=O)CC(n3cnc4ccccc43)C2=O)c1 (stereo not drawn),1,1.8,-4,100,89,102,-5,-13,5
COc1ccc(N=C2C(=Nc3ccc(OC)cc3)N(c3ccc(OC)cc3)C(=S)N2C(=O)c2ccc(OC)cc2)cc1,5,-0.4,-26,85,85,91,20,-3,-3
Nc1c(C(=O)NC23CC4CC(CC(C4)C2)C3)sc2nc3c(c(C(F)(F)F)c12)CCC3,11,0.74,.,.,.,.,-17,-18,.
Cc1cc(C(=O)Nc2cccnc2)on1,.,.,.,93,92,111,.,.,-10
COC(=O)c1ccc(CSc2nc(N3CCOCC3)c3c(c2C#N)CC(C)(C)OC3)o1,-138,-2.7,-18,104,32*,93,1,21,6
CCOC(=O)C1CCCN(C(=O)CNC(=O)Cn2ccc3ccccc3c2=O)C1 (stereo not drawn),.,-0.83,.,101,90,101,.,.,0
CCN(CC)S(=O)(=O)c1ccc(C(=O)C(C#N)c2ccccn2)cc1 (stereo not drawn),-3,-0.14,-26,111,95,101,-65,-9,-15
COCCN(C(=O)Cc1cccs1)c1nnc(-c2ccncc2)s1,8,0.61,-10,107,99,110,10,-14,3
COc1cccc(N2CCN(C(=O)C3CCCN(S(=O)(=O)c4cnc[nH]4)C3)CC2)c1 (stereo not drawn),-5,.,-11,101,99,94,6,-1,-6
COc1cccc(CN2C(=O)CCC2(C)C(=O)NC2CCCC2)c1 (stereo not drawn),.,0.79,-8,98,104,109,12,-7,-10
O=C(CN1C(=O)c2cccc3cccc1c23)Nc1cccnc1,1,-0.95,-26,.,.,.,0,11,.
CCCC(=O)OC1CC(C)N(C(=O)c2ccccc2)c2ccc(C)cc21 (stereo not drawn),-1,-0.94,-31,100,98,102,32,9,-2
CCOc1ccc(NC(=O)c2ccccc2NC(=O)CN2CCN(C(C)=O)CC2)cc1,3,0.23,.,97,104,88,.,.,5
COc1ccc2c(c1)C(C)=CC(C)(C)N2C(=O)C(C)N1C(=O)c2ccccc2C1=O (stereo not drawn),-23,-1.5,3,94,73,101,14,-12,-5
Cc1c(NC(=O)N(C)C)c(=O)n(-c2ccccc2)n1C,6,0.58,-31,100,89,92,-4,8,11
CN1C(=O)CC(N2CCC(C(N)=O)CC2)C1=O (stereo not drawn),-28,0.68,-14,103,93,107,26,0,2
O=[N+]([O-])c1ccccc1/C=C/CN1CCCCC1,-70,-0.5,0,.,.,.,3,-5,.
NC(=O)c1cc2cc(Br)ccc2oc1=NCc1ccccc1,1,0.37,6,81,41,60,5,.,15
CCNc1nc(NC(C)C)nc(Oc2ccc(OCCOc3ccc(C)cc3)nn2)n1,4,1.3,12,88,106,76,-38,-1,8
O=C1Nc2ccc(S(=O)(=O)NCCC3=CCCCC3)c3cccc1c23,-100,-0.74,-22,100,.,111,1,4,-10
CCN(C(=O)CSc1nnc(Cc2ccccc2F)n1N)C1CCS(=O)(=O)C1 (stereo not drawn),-4,-0.17,-15,107,101,103,10,3,-4
CCOc1ccc(NS(=O)(=O)c2ccc(OC)c(C)c2)cc1,-11,-2.5,-1,100,103,96,-7,2,-2
c1ccc(-c2nc(-c3ccco3)cs2)nc1,20,-0.46,-1,99,74,85,-32,-2,-1
O=c1[nH]ncc2c3ccccc3n(Cc3ccccc3F)c12,-3,0.31,-36,.,.,.,11,-5,.
Cc1cc(C)cc(OCC(=O)Nc2ccc(N3CCN(S(C)(=O)=O)CC3)cc2)c1,13,0.57,-52,108,81,109,4,-2,-9
Cc1ccc(S(=O)(=O)N2CCC(C(=O)N[C@@H](C)C(=O)NCCc3ccccc3)CC2)cc1,.,0.52,.,106,91,110,.,.,0
COCCCN1C(=O)c2[nH]nc(-c3ccccc3O)c2C1c1cccc(Cl)c1 (stereo not drawn),-13,-3*,-22,65,2.9*,80,6,-12,-13
O=C(NCCNC(=O)c1cc(OCC(F)(F)F)ccc1OCC(F)(F)F)Nc1ccccc1,6,-1.3,16,.,.,.,-10,0,.
CCOc1ccccc1N(CC(=O)N1CCCCCC1)S(C)(=O)=O,-23,-0.92,-13,101,90,103,-5,0,1
Cc1nn(CC(O)c2ccccc2)c(C)c1Br (stereo not drawn),12,1.7,-15,105,91,94,-4,12,17
Cc1ccccc1-c1nc(CS(=O)(=O)CC(=O)NCc2ccccc2)c(C)o1,25,.,-1,100,87,98,18,3,4
Cc1cc2oc(C(=O)Nc3cccnc3)c(C)c2cc1C,-7,.,-12,100,93,106,-4,9,1
CC(=O)N(CCCN(C)C)CCC(C)CCC=C(C)C (stereo not drawn),.,0.17,.,97,93,96,.,.,-1

# Two of these compounds in another layout.
# Results follow in this order: IL1B cytotox	Pyk2 oligo antag	TNFa cytotox	Lung fibro prol	H69AR growth 86K	HUVEC inhibit	VCAM1 TNFa inh	cytoskel mod	Smad3 inh
> COCCCN1C(=O)c2[nH]nc(-c3ccccc3O)c2C1c1cccc(Cl)c1 (stereo not drawn)
    -13	-3*	-22	65	2.9*	80	6	-12	-13
> Cc1ccccc1-c1nc(CS(=O)(=O)CC(=O)NCc2ccccc2)c(C)o1
    25	.	-1	100	87	98	18	3	4
